# Screening data deposited in PubChem by several laboratories.
# RORa activator: RORA (human) activation | P35398 | CHO-K1 Gal4-RORA LBD luciferase reporter, luminescence; percent increase over mock-subtracted basal signal | activation, % at 10 µM | 65,000 compounds, 1.5% hits | AID 560;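 active means activation above the mean of all tested compounds plus 3 SD, cut at about 49% in these data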;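 further: 0% = DMSO-treated RORA cells and 100% = added signal equal to DMSO minus mock-transfected cells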
# Target sequence (P35398 whole entry, looked up, the tested form may be a part): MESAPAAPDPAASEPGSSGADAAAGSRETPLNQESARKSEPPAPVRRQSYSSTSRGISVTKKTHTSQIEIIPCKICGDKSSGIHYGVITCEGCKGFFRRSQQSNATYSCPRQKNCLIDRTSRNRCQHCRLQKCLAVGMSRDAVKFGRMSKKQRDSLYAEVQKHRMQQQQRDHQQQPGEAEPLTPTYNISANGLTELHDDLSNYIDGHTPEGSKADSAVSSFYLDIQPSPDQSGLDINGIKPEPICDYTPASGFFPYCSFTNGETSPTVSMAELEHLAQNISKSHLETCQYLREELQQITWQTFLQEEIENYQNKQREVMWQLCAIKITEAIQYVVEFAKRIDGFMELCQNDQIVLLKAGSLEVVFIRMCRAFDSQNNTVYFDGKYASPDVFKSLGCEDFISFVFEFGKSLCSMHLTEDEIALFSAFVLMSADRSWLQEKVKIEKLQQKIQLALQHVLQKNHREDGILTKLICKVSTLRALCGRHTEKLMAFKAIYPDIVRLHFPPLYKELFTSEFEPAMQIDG
# 5HT1E ag: agonists of human 5-HT1E serotonin receptor. P28566. CHO 5-HT1E Ga15 NFAT-bla reporter, FRET; 0% DMSO wells, 100% control agonist wells. activation, % at 6 µM. AID 574. 65,000 compounds, 0.69% hits;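 active means activation above a set limit, the screen-wide mean activation plus 3 SD, cut at about 8.5% in these data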;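 further: 100% = positive control agonist at 1 µM giving full maximal response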
# 5HT1a antag: blocks the human serotonin 5-HT1a receptor. CHO 5-HT1a Ga15 NFAT-bla reporter, antagonist mode. inhibition, % at 10 µM. 62,000 compounds, 0.68% hits;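 active means inhibition above the mean of all tested compounds plus 3 SD, cut at about 43% in these data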;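 further: receptor stimulated by 5-CT agonist at 100 nM near EC80; beta-lactamase reporter measured by ratiometric fluorescence of a cleavable substrate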
# tolC growth inh: blocks growth of E. coli BW25113 tolC mutant | OD615 | growth inhibition, % at 10 µM (by protocol) | 65,000 compounds, 2.2% hits | AID 573;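 active means growth inhibition at or above a cutoff equal to the mean over every tested compound plus 3 SD, cut at about 60% in these data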;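 further: growth measured after 20 h incubation at 37 °C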
#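 Assay system: tolC-deleted E. coli BW25113. Medium: kanamycin-containing LB broth (50 µg/mL). Dosing: 10 µM final, single dose. Timing: bacterial growth with compound for 20 h at 37 °C. Detection: A615 absorbance measurement. Read-out basis: growth inhibition in percent.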
# SF-1 act: activates the human nuclear receptor SF-1 | Q13285 | CHO-K1 Gal4-SF-1 LBD luciferase reporter; % increase over DMSO SF-1-specific signal | activation, % at 10 µM | 65,000 compounds, 1.9% hits;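 active means activation above the mean activation of all tested compounds plus 3 SD, cut at about 50% in these data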
# Target sequence (Q13285 whole entry, looked up, the tested form may be a part): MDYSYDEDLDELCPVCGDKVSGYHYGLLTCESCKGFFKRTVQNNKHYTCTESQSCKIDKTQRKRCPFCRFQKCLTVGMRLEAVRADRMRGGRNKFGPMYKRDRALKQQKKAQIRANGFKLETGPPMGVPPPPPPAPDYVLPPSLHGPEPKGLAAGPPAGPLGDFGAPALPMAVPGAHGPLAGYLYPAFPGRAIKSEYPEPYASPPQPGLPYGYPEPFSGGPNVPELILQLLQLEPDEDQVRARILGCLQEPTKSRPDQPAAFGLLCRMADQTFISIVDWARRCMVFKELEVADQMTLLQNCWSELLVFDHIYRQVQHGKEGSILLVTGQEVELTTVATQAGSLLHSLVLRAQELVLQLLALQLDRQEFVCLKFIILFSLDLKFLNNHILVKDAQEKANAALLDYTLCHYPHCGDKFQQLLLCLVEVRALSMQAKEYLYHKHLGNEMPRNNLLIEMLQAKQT
#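 Material: Gal4–SF-1 LBD one-hybrid luciferase reporter in CHO-K1 cells | Amount: 4,000 cells per well | Compound dosing: 10 µM single point, 1% DMSO | Schedule: 20 h compound treatment, 37 °C | Measured by: SteadyLite luciferase luminescence | Evaluation: Percent activation versus DMSO | Control set: DMSO-treated SF-1-transfected cells as negative, DMSO-treated mock-transfected cells lacking SF-1 as background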
# 5HT1a ag: 5-HT1a (human) receptor agonism; activation, % at 10 µM; 65,000 compounds, 0.56% hits; P08908; CHO 5-HT1a Ga15 NFAT-bla reporter, FRET ratio; 0% basal, 100% maximal reference agonist;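 active means activation above the screen-wide mean activation plus 3 SD, cut at about 19% in these data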;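 further: 0% = DMSO wells and 100% = 5-CT at EC100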
# MMP13 inh: inhibitors of human MMP13; P45452; MMP-13 fTHP FRET cleavage, Mca fluorescence; inhibition, % at 4 µM; 65,000 compounds, 0.07% hits; AID 570;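 active means inhibition above the mean of compound-free control plate wells plus 3 SD, cut at about 14% in these data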;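 further: 0% = DMSO wells and 100% = wells with reference MMP-13 inhibitor after basal subtraction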
# 5HT1E antag: blocks the human 5-HT1E serotonin receptor. CHO 5-HT1E Ga15 NFAT-bla reporter, FRET, antagonist. inhibition, % at 6 µM. 65,000 compounds, 0.99% hits;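 active means inhibition above a set limit, the mean inhibition across every tested compound plus 3 SD, cut at about 29% in these data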;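 further: signal is the 460 over 535 nm emission ratio of beta-lactamase substrate; 0% = agonist plus DMSO wells and 100% = wells without agonist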
# NADH enzymes: blocks coupling enzymes of NAD/NADH assays; coupled PK/LDH NADH assays, four targets; IC50, µM (doses to about 10 µM), for inactives: top-dose inhibition; AID 774; 65,000 compounds, 0.02% hits;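 active means single-dose screening hits from any of four coupled enzyme assays that gave an IC50 when retested across doses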;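 further: the DPM-DC format reads NADH fluorescence rather than 340 nm absorbance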
# The depositor's hits bear a star; · = not tested or not shown; [ ] = another dose, or the depositor's remark. An unsorted share of the library; any-hit rate near 7.2%.
# Values run as follows: RORa activator	5HT1E ag	5HT1a antag	tolC growth inh	SF-1 act	5HT1a ag	MMP13 inh	5HT1E antag	NADH enzymes
- CCOC(=O)N1CCN(c2c(N3CCN(c4ccccn4)CC3)c(=O)c2=O)CC1
    -17	0.3	-2	-2	-10	1.4	6	-6	3%
- COc1ccc(-n2c(=O)cc(N3CCOCC3)[nH]c2=O)cc1
    -6	-0.6	2	-4	-8	-0.3	-4	8	5%
- CSc1nc2c(ccc3ccccc32)o1
    -8	2.4	-8	2	12	1.5	-4	-10	1%
- COC(=O)C(NS(=O)(=O)c1ccc(NC(C)=O)cc1)C(C)C (centres undefined)
    -19	0.0	-5	-12	11	-2.6	5	5	7%
- O=C(Nc1cnc2ccccc2c1)N1CCCCC1
    72*	0.2	3	-12	33	-3.9	-4	-1	7%
- Cc1c(O)c(CN2CCCC2)cc2c3c(c(=O)oc12)CCC3
    12	1.4	-16	-14	4	2.0	-331[fluorescence artefact?]	4	11%[fluoresces]
- Cn1c(NCc2ccco2)nc2c1c(=O)n(Cc1ccc(Cl)cc1Cl)c(=O)n2C
    18	0.5	-1	-7	-12	0.7	2	-4	12%
- Oc1ccc(C(=S)N2CCCCC2)cc1Cl
    24	-1.1	6	1	-16	-1.2	6	-2	0%
- CC(Oc1ccc(Cl)cc1)C(=O)Nc1ncccn1 (centres undefined)
    13	1.3	-4	-6	-16	-4.2	4	0	5%
- COc1cccc(C(=O)Nc2c3c(nn2-c2ccccc2C)CS(=O)C3)c1OC (centres undefined)
    7	-0.1	-4	5	5	0.9	-1	2	4%
- Cn1ccnc1C(O)c1cc(C(C)(C)C)c(O)c(C(C)(C)C)c1 (centres undefined)
    -32	0.4	13	29	6	-1.3	-1	-13	9%
- CCC(=O)/C=C1\Sc2ccc(OC)cc2N1CC
    -32	-0.9	-7	7	-11	-1.8	2	-7	1%
- COCCCNC(=O)CN(c1ccc(Cl)c(Cl)c1)S(C)(=O)=O
    -12	-0.9	6	-11	8	0.1	1	-1	4%
- O=S(=O)(Cc1ccccc1)Nn1cnnc1
    26	-0.2	-3	1	-2	1.4	-5	2	0%
- CCOc1ccc(Nc2nc(C)cc(C)c2C#N)cc1
    1	-0.2	2	-7	-1	4.5	3	0	7%
- COc1ccc(N(CC(=O)Nc2ccc3c(c2)OCO3)S(=O)(=O)c2ccccc2)c(OC)c1
    21	0.3	4	31	-12	0.1	-1	2	0%
- NC(=O)c1c(N)sc2c1CCCC2
    28	0.5	7	0	1	-3.0	-2	1	3%
- COc1ccc(CCn2c(-c3ccco3)nc3nc4ccccc4nc32)cc1
    12	-0.2	10	19	29	-2.7	-11	6	3%
- C=CCn1c(SCn2nnc3ccccc3c2=O)nc2scc(-c3cccs3)c2c1=O
    15	-0.9	2	-2	-4	-0.1	4	3	0%
- COC(=O)C1=CNC=C(C(=O)OC)C1c1ccccc1Cl
    0	3.2	-8	9	-12	12	-456[fluorescence artefact?]	8	0%[fluoresces]

# Following part:
# Values run as follows: RORa activator	5HT1E ag	5HT1a antag	tolC growth inh	SF-1 act	5HT1a ag	MMP13 inh	5HT1E antag	NADH enzymes
- Cn1c(C(=O)OC(C(=O)NC2CCCCC2)c2ccncc2)cc2sccc21 (centres undefined)
    -5	0.5	12	13	-16	-0.3	1	-4	2%
- CCOC(=O)NC1(NCc2ccccc2)Oc2ccccc2O1
    0	0.3	6	-4	-3	-3.4	2	-6	2%
- O=C(O)Cn1nnc(-c2cccs2)n1
    -20	0.1	4	-9	-4	-2.7	0	-1	6%
- CC1CCN(CCCNC(=O)c2n[nH]c(=O)c3ccccc23)CC1
    -7	-0.5	-3	-19	4	-4.3	-1	-5	1%
- O=C(c1ccc(Cn2cc(Br)cn2)cc1)N1CCN(c2ccccc2)CC1
    1	-1.1	4	28	17	-4.5	-1	-10	2%
- Cn1c(=O)c2c(nc(NCCCN3CCOCC3)n2Cc2cccc(Cl)c2)n(C)c1=O
    -6	0.2	2	-6	-7	0.3	-4	-11	4%
- COc1ccc(S(=O)(=O)NC2(C(F)(F)F)N=C3SCCN3C2=O)cc1 (centres undefined)
    5	-1.1	5	-15	19	-3.2	-1	11	5%
- Cc1cc2ncc(-c3ccc(Cl)cc3)c(N)n2n1
    35	-0.4	2	17	55*	-1.8	-4	-6	2%
- Cn1c(NC(=O)c2ccccc2Br)cc(=O)n(C)c1=O
    5	0.8	-9	-9	8	-2.6	0	-3	1%
- Cc1ccc(Nc2nc(CSc3nnnn3-c3ccccc3)cs2)cc1
    8	0.3	6	94*	-6	-3.1	6	-2	3%
- Cn1c(CO)nc2cc(N)ccc21
    -10	-0.6	-1	-11	16	-2.2	-15	-5	0%
- CCCCNC(=O)C1C2C=CC3(CN(Cc4ccccc4Cl)C(=O)C13)O2 (centres undefined)
    0	0.5	3	2	2	-1.9	0	-7	3%
- COc1ccc(C2CCN(Cc3cccnc3)CC2O)cc1 (centres undefined)
    9	-0.7	0	-22	-4	-1.1	-8	-13	2%
- Cc1ccc(Cc2nc(-c3cccc(C)c3)no2)cc1
    52*	-0.5	1	24	54*	-1.6	5	2	5%
- CCn1c(=NC(=O)CN2C(=O)CCC2=O)sc2c(C)cc(C)cc21
    -1	-0.4	8	13	-34	1.9	2	15	7%
- Cc1c(-n2c(CN3C(=O)c4ccccc4C3=O)nc3ccccc3c2=O)c(=O)n(-c2ccccc2)n1C
    -5	0.1	-10	-10	-14	-1.4	-9	-4	2%
- O=C(CCc1ccccc1)NCCCN1CCOCC1
    -5	-0.2	2	-18	-2	-3.9	-2	-6	2%
- CCCC1=C(C(=O)OCC)C(c2ccc(F)cc2)n2ncnc2N1 (centres undefined)
    -10	0.2	12	32	-13	0.1	2	4	6%
- COc1ccc(-c2noc(CN(C)S(=O)(=O)c3ccc(Cl)cc3)n2)cc1OC
    -14	-0.1	-4	-4	-12	-0.1	6	-2	5%
- CN(C)c1ccc(/C=c2\sc3n(c2=O)CCCN=3)cc1
    -4	-0.8	-15	-12	-5	2.0	10	-4	1%

# Continued:
# Values run as follows: RORa activator	5HT1E ag	5HT1a antag	tolC growth inh	SF-1 act	5HT1a ag	MMP13 inh	5HT1E antag	NADH enzymes
- COc1ccc(S(=O)(=O)Cc2ccc(C(=O)NCc3ccc(F)cc3)o2)cc1
    14	0.0	6	-5	14	-0.8	5	6	4%
- CN(C)c1ccc(/C=N/n2ncc3ccccc32)cc1
    47	2.8	-18	62*	1	24*	-14	6	2%
- CC(C)(C)C1=Nn2c(nnc2-c2ccccn2)SC1
    -5	-0.5	·	18	10	-0.9	0	-6	5%
- CCC(C)[C@H](NC(=O)NCCCN1CCOCC1)C(=O)OC (some centres undefined)
    -9	-0.2	-6	-28	-3	-0.6	1	1	7%
- COc1ccccc1NC(=O)c1ccc(NS(C)(=O)=O)cc1
    8	-0.2	4	7	12	-1.4	3	3	2%
- CCNC(=O)COn1c(SCC(=O)NCC)nc2ccccc2c1=O
    4	-0.2	·	8	-11	-0.7	3	-12	3%
- Cc1cc(C)nc(SCc2n[nH]c(=S)n2C)n1
    10	1.2	-4	-13	0	-1.3	0	-5	1%
- CCOC(=O)C1=C(c2ccccc2)Nc2ncnn2C1c1cccc(OC)c1OC (centres undefined)
    -2	-0.8	1	14	-6	-0.1	6	10	8%
- COc1ccccc1N(CN1CCCC1=O)C(=O)c1c(F)cccc1Cl
    -10	6.2	7	-5	-7	-1.3	2	-2	1%
- Nc1nnc(SCc2ccc3c(c2)OCO3)s1
    10	0.2	7	11	5	-2.6	-2	10	4%
- Cc1cc(C)n(-c2ccc(C(=O)C(C#N)c3nc4ccccc4n3C)cc2)n1 (centres undefined)
    -11	3.0	-25	-10	16	3.0	-1	-3	7%
- CCOc1ccc(NC2=NCC(=O)N2CCc2ccccc2)cc1
    27	-0.3	-6	-5	1	-1.6	4	14	3%
- COc1ccc2[nH]c(=O)c(C(c3nnnn3C3CCCCC3)N3CCN(C)CC3)cc2c1 (centres undefined)
    -14	0.3	2	-2	6	-2.5	-37	12	9%[fluoresces]
- Cc1ccc(S(=O)(=O)N2CC(=NO)C2)cc1
    -1	0.7	3	-21	-7	-1.6	-1	-16	5%
- Cn1c(C(=O)NCCCN2CCN(c3ccccc3F)CC2)cc2c(=O)n(C)c3ccccc3c21
    -13	18*	73*	32	17	17	-16	-17	12%
- COc1ccc(C(N)=O)cc1NC(=O)c1cccc(F)c1
    -1	0.6	-3	-10	-14	0.3	3	2	3%
- COc1ccc(N(CC(=O)NCc2ccccc2)S(=O)(=O)c2c(C)noc2C)cc1
    -16	0.0	3	-1	8	0.2	4	3	7%
- COc1ccc(C2CC(c3cccs3)n3nc(N)nc3N2)cc1 (centres undefined)
    -11	-0.4	10	2	-10	0.7	-76[fluorescence artefact?]	1	1%[may fluoresce]
- COc1ccc(-c2nc(CS(=O)CC(=O)NCC3CCCO3)c(C)o2)cc1 (centres undefined)
    13	3.7	3	-6	15	0.1	-9	-9	7%
- Cc1ccc(C)c(N(CC(=O)NC2CCCCC2)C(=O)CCC(=O)Nc2ccccn2)c1
    3	1.4	2	8	18	-1.6	-5	-1	6%

# Following part
# Values run as follows: RORa activator	5HT1E ag	5HT1a antag	tolC growth inh	SF-1 act	5HT1a ag	MMP13 inh	5HT1E antag	NADH enzymes
- Cn1c(=O)c2c(SC3CCCC3)nc(C3CC3)nc2n(C)c1=O
    13	1.1	0	-4	-13	-1.8	2	-8	2%
- COc1cc(OC)cc(C(=O)Nc2ncc3c(n2)CC(C)CC3=O)c1 (centres undefined)
    7	1.1	-3	-11	-2	0.2	-2	-6	7%
- CCN(CC)CCN1C(=O)C(=O)/C(=C(/O)c2c(C)[nH]c(C(=O)OC)c2C)C1c1ccco1 (centres undefined)
    -10	-0.3	·	0	-10	4.3	-2	3	2%
- O[C@@H]1C2CCCC1[C@]1(O)CCCCC1C2 (some centres undefined)
    6	0.2	-10	-16	-11	-0.8	1	-2	2%
- CC1CCc2c(nc3ncnn3c2N2CCN(c3ccccc3)CC2)C1 (centres undefined)
    -15	1.2	-7	19	-20	0.3	6	-2	7%
- O=C(CSc1nc(-c2ccco2)cc(C(F)(F)F)n1)NCc1cccs1
    -25	-1.1	27	-1	-1	-5.0	3	8	10%
- COc1ccc2cc(CN(CCc3ccccc3)Cc3nnnn3Cc3ccco3)c(=O)[nH]c2c1
    -8	0.6	10	57	-2	-0.6	0	1	1%
- CC(C)NC(=O)CCCc1ccccc1
    -10	0.6	-3	-7	-5	-0.5	5	-4	3%
- O=C(CCC1CCCC1)c1c(O)c2ccccc2oc1=O
    23	0.4	1	97*	26	2.5	2	-4	3%
- COC(=O)c1ccc(CN2CCN(Cc3ccc(C(=O)OC)o3)CC2)o1
    -4	-0.8	-5	-17	-5	-2.9	-6	1	6%
- COc1cccc2c(=O)n(CC(=O)N3CCCCCC3)ccc12
    -1	0.1	7	-19	2	-2.4	-4	-6	8%
- O=C(CCC1CCCC1)N1CCN(C(=O)COc2ccccc2)CC1
    9	-0.1	-6	3	3	1.0	5	4	3%

# 5HT1a antag: hit marks shown above
molecule,5HT1E ag,5HT1a antag,5HT1a ag,MMP13 inh,5HT1E antag,NADH enzymes
Cn1c(C(=O)NCCCN2CCN(c3ccccc3F)CC2)cc2c(=O)n(C)c3ccccc3c21,18*,73*,17,-16,-17,12%
